# Source: PubChem BioAssay (several laboratories)
# JNK3 blocker – JNK3 (human) kinase inhibition. P53779. purified JNK3 kinase activity, HTS. inhibition, % at 8 µM. 60,000 tested, 0.61% active. AID 746; in the data active means inhibition above about 17%;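 further: 0% = DMSO and 100% = reference inhibitor; many of its hits are not listed in these tables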
# Her2 expr inh – inhibitors of human Her2 kinase expression; SKBR-3 HER2 protein level, AlphaScreen, 18-24 h; active compounds read low; HER2 level % of control, % at 10 µM; 65,000 tested, 0.69% active;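 active means HER2 level under 5% of the carrier-only control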;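 further: 100% = DMSO carrier and 0% = 500 nM PU-H71 HSP90 inhibitor; lower value means stronger loss of Her2 protein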
# PKA kinase inh – PKA (human) kinase inhibition | PKA Kemptide phosphorylation, Kinase-Glo ATP luminescence | inhibition, % at 6 µM | 65,000 tested, 0.1% active | AID 524;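 active means inhibition above the screen-wide mean inhibition plus 3 SD, cut at about 21% in these data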; further: many of its hits are not listed in these tables
# Cdc25B inh – inhibitors of human Cdc25B phosphatase. inhibition, %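 (compounds tested at 10 µM final in the well)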. 65,000 tested, 0.1% active. recombinant Cdc25B, OMFP fluorescence Ex485/Em525. P30305; in the data active means inhibition above about 50%
# A340 absorber – compounds absorbing at 340 nm | compound absorbance at 340 nm, fold over control | fold change at 10 µM | 65,000 tested, under 10 active | AID 708;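 active means at 10 µM dose, initial 340 nm absorbance at least 2 fold that of control wells; inactive means change under 2 fold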;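 further: initial absorbance extrapolated from kinetic A340 decline of NADH oxidation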
# Fluor 339 460 – intrinsic fluorescence of library compounds, ex339/em460 – biochemical, MLSMR library, data from DPM-DC assay, artefact control, profiling panel | compound autofluorescence, ex339/em460 nm, NADH buffer; active compounds read high; 1 = no-compound wells, NADH background | fluorescence fold increase at 10 µM | 65,000 tested, 5.5% active | AID 709;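 active means at 10 µM, mean starting fluorescence two-fold or more over control wells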;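 further: signal is the first read of a kinetic run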
# Hsp90 block – displaces geldanamycin probe from tumor Hsp90; AID 429; NCI-N417 lysate Hsp90, Cy3B-geldanamycin FP displacement; P07900; 64,000 tested, 0.35% active; inhibition, % at 30 µM;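 active means inhibition above 50%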;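 further: 0% = tracer plus lysate wells and 100% = tracer alone without lysate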
# ROCK2 inh – inhibitors of human Rho kinase 2. O75116. 60,000 tested, 0.35% active. AID 604. inhibition, % at 6 µM. purified ROCK2, Kinase-Glo ATP depletion luminescence;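 active means inhibition above the screen-wide mean inhibition plus 3 SD, cut at about 18% in these data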;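 further: plate controls were DMSO wells for no effect and Y-27632 control wells after no-enzyme background subtraction for full effect; many of its hits are not listed in these tables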
# MKP-1 inh – blocks human MKP-1 phosphatase activity; P28562; recombinant MKP-1, OMFP hydrolysis fluorescence; inhibition, %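 (compounds tested at a single concentration somewhere between 10 and 100 µM)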; 65,000 tested, 0.15% active; AID 374;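 active means inhibition above about 50%, limit read from the data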;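 further: 0% = DMSO max control wells and 100% = wells with enzyme stopped by NaOH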
# Target sequence (P28562 whole entry, looked up): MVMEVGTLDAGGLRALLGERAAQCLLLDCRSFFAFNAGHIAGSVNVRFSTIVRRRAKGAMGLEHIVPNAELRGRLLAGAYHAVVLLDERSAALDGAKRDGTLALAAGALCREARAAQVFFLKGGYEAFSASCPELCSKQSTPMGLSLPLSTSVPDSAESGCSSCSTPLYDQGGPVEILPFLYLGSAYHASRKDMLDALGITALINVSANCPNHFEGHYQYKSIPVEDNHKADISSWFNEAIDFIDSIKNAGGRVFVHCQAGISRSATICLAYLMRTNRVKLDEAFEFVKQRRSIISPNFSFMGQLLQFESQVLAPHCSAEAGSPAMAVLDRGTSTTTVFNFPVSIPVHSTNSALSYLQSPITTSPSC
# The depositor's hits bear a star; . = no result given.
# The first 15 records, ahead of the listing:
SMILES,JNK3 blocker,Her2 expr inh,PKA kinase inh,Cdc25B inh,A340 absorber,Fluor 339 460,Hsp90 block,ROCK2 inh,MKP-1 inh
O=C1C(=O)N(Cc2ccco2)C(c2cccc(Cl)c2)/C1=C(\O)c1ccc2c(c1)OCCO2 (stereo not drawn),7,99,8,1,1.1,1.1,-9,6,0
CCCCC(=O)Nc1cc2nn(-c3ccc(OC)cc3)nc2cc1C,2,106,8,2,1.1,3.6*,-13,4,-2
CCCC(CCC)C(=O)OC1C[C@H]2CC[C@@H](C1)[N+]2(C)C (stereo partly drawn),-4,74,3,-8,0.97,1,1,8,-29
CC(C)COC(=O)CCNc1n[nH]c(=O)[nH]c1=O,4,90,8,2,1,1.1,-1,-3,-7
CCOc1ccccc1OCCCCN1CCCC1,-1,121,-5,18,1,1,-1,-2,-2
CSC1CCCCC1(O)CSc1nc2ccccc2o1 (stereo not drawn),0,68,1,-11,1,1.1,-1,5,-11
CC(C)C(=O)N1CCc2cc(-c3csc(N)n3)ccc21,1,74,13,1,1.1,1.3,-12,11,16
O=S(=O)(c1ccc(NCCc2c[nH]c3ccccc23)nc1)N1CCOCC1,3,108,4,-11,1,1.1,-1,2,3
Cc1noc(C)c1C(=O)Nc1ccc(Cl)cc1C(F)(F)F,0,97,6,-8,0.98,1.1,-3,7,0
COc1ccc2c(c1)c(C(=O)CN1CCN(C(=O)c3ccco3)CC1)c(C)n2C,6,91,0,-1,1,1.1,-5,6,-10
CCOc1cccc(-c2nnc(SCC(=O)Nc3cc(OC)cc(OC)c3)n2N)c1,.,93,-2,-18,1,1.1,.,.,9
CCN1C(=O)CSc2ccc(C(=O)OC)cc21,-3,87,6,-13,1,1.1,-1,1,-3
Cc1ccnc(NC(=O)CCC(=O)N(CC(=O)NC(C)(C)C)C2CCCC2)c1,-5,88,-9,-8,0.98,1,-5,1,4
O=c1[nH]c(CN2CCN(c3ccccc3Cl)CC2)nc2ccsc12,-7,89,-1,1,1,1.1,-1,-2,2
O=C(CCC1(C(=O)O)CCC(=O)NC1)NCc1ccccc1 (stereo not drawn),4,94,6,-1,0.99,1.1,1,6,-26

# All compounds of this part, from the first entry:
SMILES,JNK3 blocker,Her2 expr inh,PKA kinase inh,Cdc25B inh,A340 absorber,Fluor 339 460,Hsp90 block,ROCK2 inh,MKP-1 inh
O=C1C(=O)N(Cc2ccco2)C(c2cccc(Cl)c2)/C1=C(\O)c1ccc2c(c1)OCCO2 (stereo not drawn),7,99,8,1,1.1,1.1,-9,6,0
CCCCC(=O)Nc1cc2nn(-c3ccc(OC)cc3)nc2cc1C,2,106,8,2,1.1,3.6*,-13,4,-2
CCCC(CCC)C(=O)OC1C[C@H]2CC[C@@H](C1)[N+]2(C)C (stereo partly drawn),-4,74,3,-8,0.97,1,1,8,-29
CC(C)COC(=O)CCNc1n[nH]c(=O)[nH]c1=O,4,90,8,2,1,1.1,-1,-3,-7
CCOc1ccccc1OCCCCN1CCCC1,-1,121,-5,18,1,1,-1,-2,-2
CSC1CCCCC1(O)CSc1nc2ccccc2o1 (stereo not drawn),0,68,1,-11,1,1.1,-1,5,-11
CC(C)C(=O)N1CCc2cc(-c3csc(N)n3)ccc21,1,74,13,1,1.1,1.3,-12,11,16
O=S(=O)(c1ccc(NCCc2c[nH]c3ccccc23)nc1)N1CCOCC1,3,108,4,-11,1,1.1,-1,2,3
Cc1noc(C)c1C(=O)Nc1ccc(Cl)cc1C(F)(F)F,0,97,6,-8,0.98,1.1,-3,7,0
COc1ccc2c(c1)c(C(=O)CN1CCN(C(=O)c3ccco3)CC1)c(C)n2C,6,91,0,-1,1,1.1,-5,6,-10
CCOc1cccc(-c2nnc(SCC(=O)Nc3cc(OC)cc(OC)c3)n2N)c1,.,93,-2,-18,1,1.1,.,.,9
CCN1C(=O)CSc2ccc(C(=O)OC)cc21,-3,87,6,-13,1,1.1,-1,1,-3
Cc1ccnc(NC(=O)CCC(=O)N(CC(=O)NC(C)(C)C)C2CCCC2)c1,-5,88,-9,-8,0.98,1,-5,1,4
O=c1[nH]c(CN2CCN(c3ccccc3Cl)CC2)nc2ccsc12,-7,89,-1,1,1,1.1,-1,-2,2
O=C(CCC1(C(=O)O)CCC(=O)NC1)NCc1ccccc1 (stereo not drawn),4,94,6,-1,0.99,1.1,1,6,-26
Cc1ccccc1-n1c(SC/C(O)=C(\C#N)c2nc3ccccc3[nH]2)nnc1-c1ccncc1,.,111,-4,-5,1.1,1.2,.,.,41
CCn1c2ccccc2c2cc(Nc3cc(C)nc4ncnn34)ccc21,1,61,5,-2,1,1.1,0,6,10
Cc1ccc(NC(=O)c2cc(-c3ccco3)on2)cc1,-5,72,6,-10,0.99,1.1,-1,10,8
COC(=O)c1cc2ccsc2n1CC(=O)Nc1cc(C)cc(C)c1,3,86,9,-11,1.1,1.1,-5,2,-5
CCC(C)NC(=O)N[C@@H](CCSC)C(=O)O (stereo partly drawn),1,89,5,-21,0.99,1.1,-5,8,-8
CCc1ccc(CCC(=O)Nc2nccs2)o1,-3,71,2,3,1,1.1,-1,-4,11
COCCCNC(=O)Cn1cc(C(C)=O)c2ccccc21,-4,91,-4,-5,1.1,1.1,-6,0,-2
O=C1CCCN1CCC1CCN(C2CC(=O)N(c3ccc(F)cc3)C2=O)CC1 (stereo not drawn),1,92,8,-11,1.1,1.1,-2,9,-3
COC(=O)c1sc(N)c(C(=O)OC)c1COC(=O)c1c(C)noc1C,-6,70,6,-5,1.1,1.2,-3,3,16
CCOc1ccc(N(C(C)=O)C2C=CS(=O)(=O)C2)cc1 (stereo not drawn),0,98,-4,-6,0.98,1.1,-2,-4,0

# 3 compounds from above, ordered by the value under PKA kinase inh, largest number first.
Structure	JNK3 blocker	Her2 expr inh	PKA kinase inh	Cdc25B inh	A340 absorber	Fluor 339 460	ROCK2 inh	MKP-1 inh
O=C1CCCN1CCC1CCN(C2CC(=O)N(c3ccc(F)cc3)C2=O)CC1 (stereo not drawn)	1	92	8	-11	1.1	1.1	9	-3
CCN1C(=O)CSc2ccc(C(=O)OC)cc21	-3	87	6	-13	1	1.1	1	-3
O=c1[nH]c(CN2CCN(c3ccccc3Cl)CC2)nc2ccsc12	-7	89	-1	1	1	1.1	-2	2

# More entries.
SMILES,JNK3 blocker,Her2 expr inh,PKA kinase inh,Cdc25B inh,A340 absorber,Fluor 339 460,Hsp90 block,ROCK2 inh,MKP-1 inh
COc1cccc(NC(=O)CCCn2c(=O)[nH]c3ccccc3c2=O)c1,19*,100,8,-9,1,1,4,2,15
COc1ccc(-c2c(C)nn3c(N4CCC(C(=O)N5CCCCC5)CC4)cc(C)nc23)cc1OC,0,83,3,-1,1.1,1,-5,1,11
CN(C)S(=O)(=O)c1ccc2c(c1)c(=O)c(C(=O)NCCCN1CCCCCC1)cn2C,0,82,-10,8,1,1,-2,-2,10
O=C(Nc1ccon1)c1csc2c1CCCC2,4,93,9,-9,1,1,-9,9,-5
CC1CN(C2CCCCC2)c2nc3c(c(=O)[nH]c(=O)n3C)n2C1 (stereo not drawn),-5,95,-2,1,1,1,-4,-8,-2
CCCC1=C(C(=O)OCC)C(c2ccc(NC(C)=O)cc2)NC(=O)N1 (stereo not drawn),6,47,4,2,1,1.2,1,-1,12
CCOC(=O)CNC(=O)CNC(=O)c1ccc(OCC(C)C)cc1,2,116,5,-15,1,1.1,4,9,-27

# These rows are one share of the data (hit frequency here may not be typical).
